# Pf Dd2 growth – qHTS Primary assay for Inhibitors of Plasmodium falciparum Dd2 growth in vitro; P. falciparum Dd2 growth, SYBR Green, 72 h; Potency, µM (top dose mostly 28.9 µM), without a hit: at the top dose activity, negative = inhibition, most hits filed as inhibitors; 120,000 tested, 4.3% active; active = well fitted inhibition curve with a large enough effect; inconclusive = small, poorly fitted or top-dose-only effect; inactive = no such curve, though single readings can be large or run the other way;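 also: plate controls were DMSO vehicle for no effect and reference drug for full effect; nearly all actives have a fitted effect of over 65% in size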
#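 Infected erythrocytes (Dd2, 0.3% parasitemia, 2.5% hematocrit final) are added to compound in RPMI-1640/Albumax II medium, grown 72 h at 37C in low oxygen, then lysed with saponin/Triton-X containing SYBR Green and read by fluorescence.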
# Active calls of the source: *; i = inactive; ? = inconclusive; [ ] = dose if it differs, or a comment. Potency is read from the fitted curve at half-maximal effect.
smiles	Pf Dd2 growth
CC(=O)Nc1ccc(C(O)[C@H]2COCC(=O)N2CC2CCCCC2)cc1 (stereo not given in full)	17%[44.1 µM]
COc1ccc(N2CC(C(=O)N3CCC(C(=O)NC(C)C)C3)NC2=O)cc1 (stereo not given)	0%
CN1CC[C@H]2CN(C(=O)COCc3nc4ccc(F)cc4[nH]3)C[C@H]21	-18%
Cc1ccc2c(c1)c1c(c(=O)n(-c3ccccc3C)c(=O)n1CC(=O)c1ccc(Cl)cc1)n2C	15%
COc1cc(OC)c(NS(=O)(=O)c2ccc3c(c2)NC(=O)CCS3)cc1Cl	-2%
CCc1ccc(-c2nc(CSCC(=O)N3CCN(c4ccc(F)cc4)CC3)c(C)o2)cc1	i
Cc1ccc(NC(=O)C2CCN(S(=O)(=O)c3ccc4c(c3)CCCC(=O)N4)CC2)cc1N(C)C	-28%
CCCCN(C)C(=O)c1ccc2c(c1)NC(=O)C(CC(C)C)N2 (stereo not given)	11%
COc1ccc(NC(=O)Cn2nnc(C(=O)NCc3ccc4c(c3)OCO4)c2N)cc1	-5%
Cc1ccc(C(=O)N2CCc3cc(CNC(=O)CSc4ccccc4)ccc32)cc1	i
CC(=O)N1CCN(S(C)(=O)=O)C[C@@H]1C(=O)N[C@H](Cc1c[nH]c2ccccc12)C(N)=O	i
O=C(NCc1ccccc1)C1CCC(=O)N1C1CCNCC1 (stereo not given)	11%
Cc1cc(C(=O)Nc2ccc([C@H]3OCC(=O)N[C@@H]3CO)cc2)nn1C	i
CC1=NOC2(CCCN(C(=O)c3ccccn3)C2)C1 (stereo not given)	11%[44.1 µM]
Cc1cccnc1CNC(=O)[C@H]1C[C@@H](C(=O)O)N(C)[C@H]1c1cccc(Cl)c1	-11%
CCOC(=O)c1ccc(N2C(=O)c3[nH]nc(-c4ccc(C)cc4)c3C2c2ccc(O)c(OCC)c2)cc1 (stereo not given)	7.1µM*
CCCc1noc(-c2cccn3c(CNC(=O)c4cccnc4)nnc23)n1	?
CC1CCn2c(nc3cc(C(=O)NCCc4ccccc4)ccc32)C1 (stereo not given)	?
Cc1nn2c(N3CCC(O)C3)cc(-c3ccccc3)nc2c1C (stereo not given)	-22%
CCn1ccc2c(CN3CCC4(CCCN(CCOC)C4=O)C3)cccc21 (stereo not given)	-14%
O=C(Nc1ccccc1)O[C@@H]1CO[C@H]2[C@@H]1OC[C@@H]2NC(=O)c1ccc2c(c1)OCO2	i
CC(=O)N1CCn2cc(C(=O)N3CCOCC3)nc2C1	47%[activator][44.1 µM]
CC(=O)Nc1ccc2nc(NC(=O)CS(=O)(=O)c3ccc(C)cc3)sc2c1	-8%
COc1cccc(N2CC(NC(=O)c3ccc4c(c3)OCO4)CC2=O)c1 (stereo not given)	7%
O=C(Nc1ccccc1)c1nc2c(o1)CCN(Cc1cccs1)CC2	-26%[44.1 µM]
O=S(=O)(Nc1ccc(Cl)cc1)c1cccc(S(=O)(=O)c2ccc(Cl)c(Cl)c2)c1	9%
O=C(c1ccco1)N1CCCCC1c1nc(C2CC2)n[nH]1 (stereo not given)	-3%
O=C1Nc2ccccc2CC12CN(Cc1c[nH]c3ccccc13)C2	?
Cc1cccn2c(=O)c3cc(C(=O)NC(C)C)n(C)c3nc12	19%
COc1ccccc1C(=O)NC1CCCc2c1[nH]c1c(Cl)cccc21 (stereo not given)	?

# Continued.
smiles	Pf Dd2 growth
COc1cc2cc(CNc3ccccc3)c(=O)n(CC(=O)Nc3cc(C)cc(C)c3)c2cc1OC	11µM*
O=C(NC1CCCCC1)C1CCN(C(=O)N2CC3CC(C2)[C@H]2CCCC(=O)N2C3)CC1 (stereo not given in full)	i
CC(C)CN1Cc2ccccc2-n2ccnc2C12CCN(C(=O)c1ccco1)CC2	-26%[5.79 µM]
COCCNC(=O)CCc1cc2cc(OC)ccc2[nH]c1=O	37%[activator]
CCOc1ccccc1CNC(=O)c1ccc2c(c1)N(Cc1ccc(C)cc1)CCS2	-3%
O=C(NCCCc1ccccc1)c1cc2n(n1)CC(c1ccc3c(c1)OCO3)OC2 (stereo not given)	i
COc1cccc(NC(=O)NC[C@H]2O[C@H](Cc3cc(CN4CCOCC4)on3)CC[C@@H]2O)c1	21%
COc1ccc(-c2ccc3ncc(Nc4cccc(F)c4)n3n2)cn1	i
CCN(CC)CCSc1c(C(C)C)cnc2c1c(=O)n(C)c(=O)n2C	-14%
O=C(CC(c1cccs1)N1Cc2ccccc2C1=O)Nc1ccccc1F (stereo not given)	17%
COc1ccc(/C=C/CN2CCN(Cc3ccccc3)CC(O)C2)cc1 (stereo not given)	?
Cc1ccc(C(=O)N2CCC3(CC2)CC(N(Cc2ccccc2)C2CC2)CCO3)cc1F (stereo not given)	?
Cc1cnc(C2CCN(C(=O)Nc3ccccc3F)C2)n1C(C)C (stereo not given)	-21%
CCNC(=O)N(C1CC1)C1CCOC2(CCN(C(=O)Cc3ccccc3F)CC2)C1 (stereo not given)	33%[activator]
CCOc1ccccc1NC(=O)N1CC[C@@H](c2ccc3c(c2)OCO3)[C@H](O)C1	-6%
COc1ccc(Cl)cc1NC(=O)N1CCC(OC2CCN(S(C)(=O)=O)CC2)CC1	18%
CN1C(=O)CCC2(CNC(=O)C3CCCC3)CCC=C12 (stereo not given)	4%
Cc1cc(C)n(-c2nc3cc(Cl)c(Cl)cc3nc2Nc2ccc(F)cc2C)n1	13%
CC(C)Cc1cc(C(=O)N2CCC(n3cc(-c4ccccn4)nn3)CC2)on1	-21%
CCOCc1nc(C2CCCN(C(=O)C3CCCCC3)C2)no1 (stereo not given)	-8%
CN(C)C(=O)NC1CCN(c2nc3ncccc3o2)CC1	10%[44.1 µM]
COc1ccc([C@@H]2CN(C(=O)c3c(C)noc3C)[C@@H]3C4CCN(CC4)[C@@H]32)cc1	-8%
COc1ccc(-c2ccc(NS(=O)(=O)c3ccc(OC)c(OC)c3)cc2)nn1	?
Cc1oc2c(c(C)cc3oc(=O)c(CC(=O)NCc4ccccc4)c(C)c32)c1C	7%
COc1ccc(NC(=O)c2cccn2-c2nnc(N3CCCCC3)s2)cc1	?
Cc1ccc(N2CC(c3noc(-c4ccc5ccccc5n4)n3)CC2=O)cc1 (stereo not given)	64%[activator]
O=C(NCCc1ccc(F)cc1)C1CCCN1c1nc2ncccc2o1 (stereo not given)	-10%
O=C(Cc1cccnc1)N1CCC(N2CC(OCC3CC3)C23CCCCC3)CC1 (stereo not given)	7.9µM*
C[C@@H](NS(C)(=O)=O)c1onc(-c2ccccc2)c1C(=O)O	i
CC(C)NC(=O)[C@@H]1C[C@H](N)CN1S(=O)(=O)c1cccc2nsnc12	19%

# Other structures.
smiles	Pf Dd2 growth
Cc1cccc(C(=O)N2CCCC(c3nc(C4CCOCC4)no3)C2)c1 (stereo not given)	10%
CC(C)c1noc(-c2ccccc2OCC(=O)Nc2ccc([N+](=O)[O-])cc2)n1	25%
COc1ccc(C)cc1NC(=O)CSc1nc(=O)n(Cc2cccnc2)c2c1CCC2	-15%
O=C(CCC[C@@H]1[C@H]2CCCN3CCC[C@@H](CN1C(=O)Cc1cccs1)[C@@H]23)N1CCOCC1	?
Cc1ccc(C(=O)Nc2cccc(C(=O)O)c2)cc1S(=O)(=O)N1CCCC1	-14%
O=C(CC1CCN(C(=O)c2cccc(F)c2)C1)NCc1ccccc1 (stereo not given)	-3%
Cc1cc(C)c(CNC(=O)c2nc(-c3cccc(F)c3)cc3c2ccn3C(C)C)c(=O)[nH]1	-2%[44.1 µM]
CCCN1CC2(CCN(C)CC2)CC1C(=O)N(C)Cc1ccon1 (stereo not given)	3%
Cc1ccc(CCNC(=O)c2c(C)oc3nc(C)nc(N4CCOCC4)c23)cc1	48%[activator]
Cc1cccc(C)c1NS(=O)(=O)c1ccc2c(c1)[C@H]1C=CC[C@H]1[C@@H](c1ccc(Cl)cc1)N2	?
O=C(COc1ccc(F)cc1)N1CCC2(CC1)NC(=O)N(c1ccc(F)cc1)N2	i
CCOc1ccc(NC(=O)CN2C(=O)C(c3ccccc3)=NC23CCC(C)CC3)cc1 (stereo not given)	?
COc1ccc([C@H]2C[C@@H](O)[C@@H](O)[C@@H]2NC(=O)C2CCC2)cc1	6%[44.1 µM]
COCCn1nc2n(c1=O)CCN(C(=O)c1ccco1)CC2	i
COc1ccc(C(=O)N2CCC3(C2)C(=NC2CCCCC2)NC(=O)N3c2cc(F)cc(F)c2)cc1 (stereo not given)	-28%
CCn1nccc1C(=O)N1CCC2(CCCCO2)CC1	i
CS(=O)(=O)c1ccc(O[C@H]2COCCN(Cc3cccc4c3OCO4)C2)cc1	i
Cc1ccc(-c2cc3c(N4CCN(c5cc(C)ccc5C)CC4)nccn3n2)cc1	-16%
CC(C)CCN1CCC2(CC1)CN[S+](=O)([O-])c1ccccc1N2	-7%
COc1cccc(N2C(=O)CSC23C(=O)N(CC(=O)Nc2cc(C)ccc2C)c2ccccc23)c1 (stereo not given)	8.9µM*
CC(=O)Nc1ccc(NS(=O)(=O)c2ccc3[nH]c4c(c3c2)CCCCC4)cc1	4%
Cc1nnc2n1CCC(N(C)C(=O)CCc1nc3ccccc3s1)CC2 (stereo not given)	-22%
CN(C)S(=O)(=O)N1CCC(F)(c2nc(-c3ccccc3)no2)CC1	-2%
Cc1cc(=O)n(CC(=O)Nc2ccc(Br)cc2)c(N(C)Cc2ccccc2)n1	1%
COc1cc(OC)c(NS(=O)(=O)c2c(C)nc3sc(C)cn3c2=O)cc1Cl	-14%
CCC1(N2CCN(C(=O)COc3ccc(Cl)cc3C)CC2)CCN(C(=O)NC)C1 (stereo not given)	-35%
O=C(c1ccncc1)N1CCC2(CC1)CC(N(C(=O)c1ccccc1)C1CC1)CCO2 (stereo not given)	-19%
CCOc1ccc(Nc2ncnc3c2cnn3-c2ccc(F)cc2)cc1	i
CC(C)[C@@H]1CN(C(=O)c2ncn[nH]2)C[C@H]1NS(=O)(=O)N(C)C	9%
COc1ccc(Cl)cc1NC(=O)CN(c1cccc(C)c1C)S(C)(=O)=O	?

# (next part)
smiles	Pf Dd2 growth
Cn1ncc2c(C(=O)NC3CC3)cc(-c3cc(Cl)cc(Cl)c3)nc21	?
Cc1ccc(NC(=O)C2CCN(C(=O)c3cnn(-c4ccccc4)c3-n3cccc3)CC2)cc1C	-10%
Cc1cccc(OC(C)C(=O)Nc2nonc2-c2ccc(Br)cc2)c1C (stereo not given)	i
CCOC(=O)N1CCN(C(=O)c2cc(Cn3nc(C)cc3C)[nH]n2)CC1	-10%
CCNc1nc(NC(C)(C)C)nc(Oc2ccc(=O)n(-c3ccccc3)n2)n1	-25%
COc1ccc(-c2nc(C3CC3)nc3c2CCN(Cc2cccnc2)CC3)cc1	?
COc1ccc(C(=O)N2CCc3ccc(C(=O)NCc4ccccc4OC)cc32)cc1	?
O=C1CO[C@H]2CCN(Cc3nccs3)CC[C@@H]2N1Cc1ccccc1	-21%[44.1 µM]
Fc1ccc(Cc2nc3nccc(-c4cccs4)n3n2)cc1	?
O=C1CCCCN1CC(=O)N1CCCC(c2ccccc2)(c2ccccc2)C1	i
COc1ccc(-n2c(CCC(=O)O)ccc2-c2ccccc2)c(OC)c1	-28%
CCCCCCOc1ccc(-c2nc3ccc(Br)cc3c(=O)o2)cc1	43%[activator]
Cc1cccc(C(=O)Nc2cccc(-c3ccc(N4CCN(C)CC4)nn3)c2)c1	13µM*
CCc1cccc(NC(=O)Cn2c(Nc3cc(C)cc(C)c3)nc(C)cc2=O)c1	-10%
CCn1cc(S(=O)(=O)N2C[C@@H](Oc3ccccc3)C[C@H]2C(=O)N2CCOCC2)cn1	-4%
CCCOc1cccc(C2c3c(oc4ccc(F)cc4c3=O)C(=O)N2c2nc(C)c(C(C)=O)s2)c1 (stereo not given)	1%
CCO[C@H]1CN(C(=O)c2cc(-c3ccc(OC)cc3)n[nH]2)C[C@@H]1O	-24%
CCCn1cnnc1CNC(=O)CC1C(=O)NCCN1Cc1ccoc1 (stereo not given)	?
CC(=O)c1cc(CN2CCC(c3[nH]ncc3-c3ccccc3C)CC2)n(C)c1	?
COc1ccc(C2Cn3nnc(-c4noc(-c5sccc5C)n4)c3CO2)cc1 (stereo not given)	i
Cc1ccc(C(=O)Nc2cccc(O)c2)cc1S(=O)(=O)N1CCCCCC1	-24%
O=C(c1ccc(C(F)(F)F)cc1)N1CCCC2(C1)C(=NC1CCCC1)NC(=O)N2c1cccnc1 (stereo not given)	8%

# Reprinted from the results shown (three entries):
smiles	Pf Dd2 growth
COc1ccc(C2Cn3nnc(-c4noc(-c5sccc5C)n4)c3CO2)cc1 (stereo not given)	i
Cc1ccc(C(=O)Nc2cccc(O)c2)cc1S(=O)(=O)N1CCCCCC1	-24%
O=C(c1ccc(C(F)(F)F)cc1)N1CCCC2(C1)C(=NC1CCCC1)NC(=O)N2c1cccnc1 (stereo not given)	8%

# An excerpt from above in order of heavy-atom count, largest number first:
smiles	Pf Dd2 growth
COc1cc2cc(CNc3ccccc3)c(=O)n(CC(=O)Nc3cc(C)cc(C)c3)c2cc1OC	11µM*
O=C(Nc1ccccc1)O[C@@H]1CO[C@H]2[C@@H]1OC[C@@H]2NC(=O)c1ccc2c(c1)OCO2	i
CC(=O)Nc1ccc(C(O)[C@H]2COCC(=O)N2CC2CCCCC2)cc1 (stereo not given in full)	17%[44.1 µM]
CCCCCCOc1ccc(-c2nc3ccc(Br)cc3c(=O)o2)cc1	43%[activator]
O=C1Nc2ccccc2CC12CN(Cc1c[nH]c3ccccc13)C2	?

# Bioassay records as filed in PubChem.

# Only part of the results is shown. The share of hits here may be higher or lower than overall.
